# Bioassay records as filed in PubChem BioAssay.
# NR2F2 inh: blocks human COUP-TFII nuclear receptor; HEK293T NGFI-A luciferase reporter, luminescence; inhibition, % at 8.6 µM; 0.7% of 370,000 active; P24468;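 active = inhibition above a per-plate cutoff, mean inhibition of test wells between control levels plus 3 SD, cut at about 38% in these data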;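 note: cells cotransfected with COUP-TFII expression vector driving the NGFI-A reporter; 0% = median of COUP-TF2 test wells and 100% = reporter-only cells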
# Shn3 3UTR inh: reduces Shn3 3'UTR luciferase signal in osteoblasts; inhibition, % at 12.5 µM; 0.52% of 360,000 active; Clone20 osteoblast Shn3 3'UTR firefly luciferase, 24 h;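 active = mean inhibition of at least 75% with every replicate also reaching 75%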;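 note: 0% = median of neutral control wells and 100% = pilot-screen positive control compound; some compounds past the cut are filed as inactive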
# KKLEB tox: CF airway cell cytotoxicity counter-screen | KKLEB CF airway cells viability, ATPlite luminescence, overnight; active compounds read low; cells stimulated with P. aeruginosa culture filtrate | activity change (cytotoxicity), % at 5 µM | 0.36% of 360,000 active | AID 602141;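 active = corrected activity change at or below -50% at 5 µM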
# CF NFkB inh: inhibitors of cystic fibrosis induced NF-kB; 0.86% of 360,000 active; KKLEB NF-kB-GFP reporter, PAF-induced, GFP fluorescence overnight; inhibition, % at 5 µM; AID 588850;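 active = at least 50% inhibition at 5 µM, scaled per plate between neutral and stimulator controls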;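 note: PAF is a Pseudomonas aeruginosa culture filtrate used as stimulus; plate controls were PAF-stimulated DMSO wells for no effect and unstimulated DMSO wells for full effect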
# TROY signal inh: blocks TROY-dependent signaling in reporter cells. Q293 LMP1-TROYcd NF-kB luciferase reporter, 4 h. inhibition, % at 10 µM. 0.98% of 360,000 active;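 active = compounds whose plate-normalised and pattern-corrected inhibition of the luciferase reporter signal at the single screening dose is 50% or more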
# LRH-1 inv ag: NR5A2 inverse agonism in reporter assay; O00482; HEK293T StAR-luciferase reporter, LRH-1 transfected, 24 h; inhibition, % at 3.6 µM; 0.13% of 360,000 active; AID 602396;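 active = inhibition above the mean inhibition of all tested compounds plus 3 SD, cut at about 73% in these data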;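 note: 0% = DMSO wells and 100% = reporter-only cells lacking LRH-1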
# SRC1 inh: inhibitors of human steroid receptor coactivator 1 (SRC1). Q15788. HEK293 GAL4-SRC1 luciferase reporter, luminescence. inhibition, % at 3.6 µM. 0.12% of 360,000 active;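 active = inhibition above the campaign mean plus 3 SD, with each screening campaign given its own cutoff, cut at about 60% in these data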;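 note: 0% = DMSO treated cells and 100% = gossypol at 36 µM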
# EBV LMP1 NFkB: reduces LMP1-driven NF-kappaB luciferase signal. LMP1-induced NF-kappaB luciferase reporter cells, luminescence. inhibition, % at 12.5 µM. 0.69% of 350,000 active. AID 504558; in the data active = inhibition above about 41%;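 note: 0% = neutral control wells and 100% = reference inhibitor control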
# C8 TRAIL sens: caspase-8 TRAIL sensitization; NB7+C8 cells + TRAIL, ATPlite viability luminescence; inhibition (viability loss, TRAIL sensitization), % at 10 µM; 1% of 360,000 active; AID 624354;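 active = compounds causing at least 50% loss of cell viability in the single-dose screen, relative to plate controls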
# TWEAK Fn14 block: inhibitors of TWEAK-Fn14 interaction signaling; TWEAK-stimulated Fn14 reporter cells, luciferase luminescence, 8 h; inhibition, % at 10 µM; 2% of 360,000 active; in the data active = inhibition above about 50%
# NCOA3 inh: human NCOA3 inhibition; HEK293 GAL4-SRC3 luciferase reporter, luminescence; Q9Y6Q9; inhibition, % at 3.6 µM; 0.17% of 360,000 active; AID 588352;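 active = inhibition above a per-campaign cutoff, the mean of all compounds plus 3 SD, cut at about 60% in these data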;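 note: 0% = DMSO-treated cells and 100% = gossypol-treated cells at 36 µM; higher means less SRC3-driven luciferase light from the GAL4 reporter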
# * hit, by the source's call; x = no result given; & = joins results of further samples.
SMILES,NR2F2 inh,Shn3 3UTR inh,KKLEB tox,CF NFkB inh,TROY signal inh,LRH-1 inv ag,SRC1 inh,EBV LMP1 NFkB,C8 TRAIL sens,TWEAK Fn14 block,NCOA3 inh
COc1ccc(C)cc1NC(=O)CCNS(=O)(=O)c1ccc2c(c1)CC(C)N2C(C)=O (stereo not drawn),10,4,1,18,-1,0,-59,-5,-9,-1,5
O=C(NC1(C(F)(F)F)Oc2ccccc2O1)N1CCCC1,-5,56,-12,10,4,-5,-36,10,18,-17,-13
Cc1cc(S(=O)(=O)N2CCCOC2CNC(=O)C(=O)NCc2ccco2)ccc1F (stereo not drawn),-5,-9,7,8,22,-7,0,-5,-2,10,-10
Cn1ccc2c(N3CCCC3)cc3c(c21)C1CCC3O1 (stereo not drawn),11,-22,0,-5,3,13,1,x,10,-49,25
CCCc1[nH]n(-c2ccc([N+](=O)[O-])cc2)c(=O)c1C=NCCc1c[nH]c2ccccc12,9,10,-14,-3,-15,12,3,-3,0,41,-9
CC(=O)Nc1ccc(S(=O)(=O)N(C)CC(=O)N/N=C/c2ccncc2)cc1,-7,10,5,1,9,4,-2,-7,4,-17,8
CCOC(=O)/C=c1\s/c(=C(\C#N)C(=O)OCC)n(-c2ccccc2)c1=O,10,11,1,-8,-14,1,3,-1,8,-5,6
Cc1ccc(S(=O)(=O)N2CCN(C(=O)C3CCCO3)CC2)cc1C (stereo not drawn),-10,-5,6,17,-11,6,15,1,-7,14,-2
C=CCNC(=O)c1ccc2c3n(nc2c1)-c1ccccc1CO3,-29,-15,-36,-85,-40,-146,-78,14,86*,31,-77
O=C(O)c1cccc(Nc2ccc([N+](=O)[O-])cn2)c1,-2,-8,20,-23,-21,-2,-15,-2,-8,-17,2
CCn1c(SCC(=O)Nc2ccccc2)nnc1C1CCCCC1,-2,-3,4,-9,7,-3,-10,1,7,-10,-13
Cc1cccc(-c2onc3ccc(C4(C)OCCO4)cc23)c1,-5,-5,6,0,9,2,-7,3,1,0,-16
CC(Oc1ccccc1)C(=O)Nc1nnc(S(=O)(=O)N2CCCCC2)s1 (stereo not drawn),3,-3,17,-5,-9,4,13,-4,-4,0,-30
Cc1cc(C)cc(N(CC(=O)NCc2ccccc2)C(=O)CCC(=O)Nc2ccccn2)c1,-10,18,5,-6,-6,-1,8,-3,13,-20,18
CN1CCN(CP(=O)(N2CCOCC2)N2CCOCC2)CC1,14,-23,-10,12,8,4,1,3,-15,0,8
Cc1cccc(Nc2nnc(SCC(=O)c3c(N)n(C4CC4)c(=O)[nH]c3=O)s2)c1C,4,-20,-11,-4,10,-1,-6,24,-6,-8,-38
COc1ccc(C(=O)N2CCN(C3CCCCC3)CC2)cc1OC,-6,-9,4,2,0,-26,-8,3,13,-5,-11
O=C(COc1ccc2ccccc2c1)NCC1CCCO1 (stereo not drawn),-2,9,-8,7,-4,x,x,-6,-13,-3,x
CCOC(=O)c1sc(NC(=O)CSc2nccc(C)n2)nc1C,-3,-13,-14,-1,-8,-20,9,4,3,-5,8
COc1ccnc(Oc2ccccc2)c1-c1ncn[nH]1,-4,-8,0,-1,1,-9,0,-9,1,-21,10
Cc1ccc(S(=O)(=O)N2CCCC(C(=O)N3CCN(c4ccccc4)CC3)C2)cc1 (stereo not drawn),5,20,10,-30,25,-13,7,7,4,10,-3
Cc1cc(C)cc(C(=O)NCC(=O)NCCc2c[nH]c3ccccc23)c1,11,9,-3,-2,8,12,-5,-3,16,1,-5
CCOC(=O)C1=C(C)n2c(s/c(=C/c3cccc([N+](=O)[O-])c3)c2=O)=NC1c1ccc(O)c(OC)c1 (stereo not drawn),-5,-20,2,-4,-7,20,5,4,4,1,13
Cc1ccc(S(=O)(=O)N(CC2CO2)c2cccc([N+](=O)[O-])c2)cc1 (stereo not drawn),-8,-2,1,-3,11,-2,13,3,15,-11,7
O=C(CCn1cccn1)N1CCCC(Nc2ccc(F)c(F)c2)C1 (stereo not drawn),-15,-6,-10,-6,7,17,4,5,5,0,6
Cc1cc(NS(=O)(=O)c2ccc(NC(=S)NC(=O)c3ccc(C(C)(C)C)cc3)cc2)no1,9,0,-4,2,8,-44,-22,3,-3,25,7
COc1cccc(/C=C/c2ccc3ccccc3n2)c1OC(C)=O,-8,7,-30,-21,54*,-94,-60,57*,65*,87*,-18
O=S(=O)(c1ccccc1)N1CCC(=NO)CC1,5,3,-6,17,-5,2,-5,10,-4,-5,9
CC(C)CNC(=O)C1Nc2ccc(OC(F)(F)F)cc2C2C=CCC12 (stereo not drawn),4,12,3,-8,-19,12,9,8,-2,1,6
COc1c(S(=O)(=O)N2CCN(C(=O)c3ccco3)CC2)ccc(Cl)c1Cl,12,-80,4,-6,9,4,-4,-6,0,-13,-6
O=C(Cc1ccc(NC(=O)C2CCN(C(=O)c3ccccc3)CC2)cc1)Nc1cccc(C(=O)N2CCCC2)c1,-24,-22,-17,-25,-4,-3,-2,0,-1,-17,7
Cc1ccc(S(=O)(=O)N2CCC(C(=O)N[C@@H](C)C(=O)NCCc3ccccc3)CC2)cc1,11,57,16,5,-13,-7,-20,4,9,11,-3
Cc1ccc2cc(CCNC(=O)C(=O)c3c(C)[nH]c4ccccc34)c(=O)[nH]c2c1,-1,-1,11,-2,26,5,11,-24,24,24,11
COc1ccccc1C1CCN(C(=O)C2CCCCC2)CC1,26,-4,-1,-7,7,-2,12,6,-4,-29,-27
CCOC(=O)c1c(/N=C/C2C(=O)CC(C)(C)CC2=O)sc2c1CCCC2,-1,-19,-10,14,2,-15,-5,-2,-8,3,14
CCCn1c(N2CCN(CC(=O)c3c(C)n(C)c4ccccc34)CC2)nc2c1c(=O)[nH]c(=O)n2C,-10,30,1,-2,11,18,6,8,13,-11,14
O=[N+]([O-])c1ccccc1/C=C/CN1CCC(O)CC1,-1,7,-17,12,14,-4,-6,10,-3,19,-23
CC1CCC(NC(=O)C(C)N2C(=O)C3CCCCC3C2=O)CC1 (stereo not drawn),-10,-49,19,-4,-20,-10,-25,-3,-4,-9,-6
CC(C)NC(=O)C(=O)NCCc1ccc(Cl)cc1,-19,5,-1,1,0,-2,15,-8,3,-4,6
CC12CCC(C(=O)Nc3cccc4ccccc34)(C1Br)C2(C)C (stereo not drawn),3,13,5,9,-12,16,9,-5,1,12,2
C=CCc1c(C)nc(SC)nc1Nc1ccccc1,-1,35,-4,6,5,23,6,-37,2,12,10
CCOC(=O)c1cccc(NC(=O)C(NS(=O)(=O)c2ccc3c(c2)CCN3C(C)=O)C(C)C)c1 (stereo not drawn),5,-11,-2,-9,-3,-20,-3,-62,-1,-5,11
CCSc1nnc2c(n1)OC(c1ccc(C(=O)O)cc1)N(C(C)=O)c1ccccc1-2 (stereo not drawn),-3,-23,9,-5,-3,-15,-3,4,-1,-3,-2
CC(C)Cc1ccc(-c2cc3nc(NCC4CC4)ccn3n2)cc1,-7,-35,3,-27,-19,-76,-42,x,22,-31,-58
CCC(c1nnc(SCC(=O)Nc2cccc(S(N)(=O)=O)c2)n1Cc1ccccc1)N(C)C (stereo not drawn),-10,x,3,6,17,-10,-12,-2,0,15,9
CN1CCN(Cc2nnc(-c3ccccc3)o2)CC1,15,-8,15,-26,0,6,-9,-3,6,5,-4
CCOc1ccc(C2CC(c3cccc(OC)c3OC)n3nnnc3N2)cc1Cl (stereo not drawn),8,-4,-1,0,-1,10,-7,-2,-13,-1,5
Cc1ccc(-n2nc(C(=O)O)nc2-c2ccccc2)cc1,-4,1,0,4,-5,-10,5,-1,-14,1,-3
CCn1c(SCC(=O)Nc2ccc(N3CCOCC3)cc2)nnc1-c1ccncc1,-19,3,7,9,-9,-7,13,-19,10,-15,-1
O=C(CCN1C(=O)COc2ccccc21)NCc1cccnc1,-17,-23,-2,-3,-12,-6,-48,-3,-1,-6,9

# Results in EBV LMP1 NFkB and TROY signal inh, for some of the entries so far:
Structure	EBV LMP1 NFkB	TROY signal inh
CC1CCC(NC(=O)C(C)N2C(=O)C3CCCCC3C2=O)CC1 (stereo not drawn)	-3	-20
CC(C)NC(=O)C(=O)NCCc1ccc(Cl)cc1	-8	0
CC12CCC(C(=O)Nc3cccc4ccccc34)(C1Br)C2(C)C (stereo not drawn)	-5	-12

# (listing goes on)
SMILES,NR2F2 inh,Shn3 3UTR inh,KKLEB tox,CF NFkB inh,TROY signal inh,LRH-1 inv ag,SRC1 inh,EBV LMP1 NFkB,C8 TRAIL sens,TWEAK Fn14 block,NCOA3 inh
Cc1cccc(-n2c(SCC(N)=O)nnc2-c2ccccn2)c1C,7,4,-5,6,15,-14,5,-2,33,-14,-1
Cc1nc2ccc(NC(=O)CCC3CCCC3)cc2s1,17,-64,-6,12,-52,-46,-33,-24,12,-14,-91
Cc1ccc(C(=O)Nc2ccc(S(=O)(=O)NCc3ccco3)cc2)cc1,1,-9,-1,3,-75,-51,-131,-23,1,-7,-43
COc1ccc(/C=C/C(=O)c2cc(Cl)ccc2O)c(OC)c1,-15,-40,1,24,-29,-9,-19,6,13,-4,-9
O=C(NC1CCCC1)C(=O)N(c1ccccc1F)C(C(=O)NCC1CCCO1)c1cccs1 (stereo not drawn),-7,18,5,1,6,3,-1,3,-5,4,12
CCN(CC)S(=O)(=O)c1ccc(N2CCOCC2)c(NC(=O)c2ccco2)c1,-1,2,4,7,-9,18,10,-3,-9,20,-10
O=C(NCCc1ccccc1Cl)C1CCC(=O)N(Cc2cccc(C(F)(F)F)c2)C1 (stereo not drawn),-5,9,0,-5,-13,-1,-7,1,19,-4,-25
Cc1cccc(NC(=O)CSc2ncnc3sc(C)cc23)c1,6,-20,-2,-2,-14,-4,0,-2,5,48,2
COc1ccc(NC(=O)C2(C)CCN2C(=O)c2ccc(C(C)(C)C)cc2)cc1OC (stereo not drawn),12,58,-10,19,14,7,16,x,20,-4,10
CCN1C[C@@H]2[C@@H]3C(=O)N(Cc4ccccc4)C(=O)[C@@H]3[C@](C)(C1=O)N2C(=O)c1ccc(C(C)(C)C)cc1,-12,-7,-10,35,18,-45,4,-2,-2,-6,-6
CC(=O)NC1CC2CCCC(C1)N2C(=O)Nc1cccc(C)c1 (stereo not drawn),-18,3,0,4,4,-9,8,7,3,-1,11
O=C(C1CCCN(Cc2nc(-c3cccs3)no2)C1)N1CCOCC1 (stereo not drawn),-8,1,-6,3,17,6,2,-1,-32,3,1
O=C1C(Cc2ccccc2)Nc2ncnc(N3CCCCC3)c2N1Cc1ccc(Br)cc1 (stereo not drawn),2&-1,1&3,-10&4,-9&-6,1&-10,9&-6,6&17,-3,-18&-8,-1&-7,5&6
O=C(COC(=O)CNC(=O)c1ccccc1F)Nc1ccc2c(c1)OCO2,0,7,15,-4,1,10,-8,-7,-13,3,-10
O=C(Cc1cccs1)NCc1cccc(C(F)(F)F)c1,-30,-55,12,-20,-34,-47,-47,-13,-12,-19,-79

# Only part of the results is shown; count on the stated rates, not on these rows.
